CHOP UPR activ: activators of apoptotic CHOP UPR arm, primary screen, cell-based, CHO-CHOP luciferase reporter, luminescence, uHTS | UPR activation; percent of tunicamycin response over DMSO baseline | activation, % at 10 µM | 0.34% of 330,000 active | AID 449763, 2010;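 active = at 10 µM dose, activation of 40% or more, normalized to positive control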;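 also: 100% = tunicamycin at 10 µg/mL and 0% = DMSO alone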
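Assay system: CHO cells with stable CHOP pathway luciferase reporter; Buffer or medium: F12 plus 10% serum; Times: 16-18 h cell attachment, then 6 h compound exposure, 37 °C; Signal: luciferase luminescence; Read-out basis: percent activation relative to tunicamycin control; Control set: tunicamycin high control, DMSO low control.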
tim10-1 inh: growth inhibitors of tim10-1 mutant yeast, primary screen, luminescence, uHTS | inhibition, % at 20 µM | AID 463190, 2010 | S. cerevisiae tim10-1 ts strain growth, BacTiter-Glo, 24 h | 2.2% of 330,000 active;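 active = inhibition of at least 40%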;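 also: mutant grown at 25 °C; 0% = DMSO wells with yeast and 100% = wells holding no yeast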
NR3A LBD binder: binders of NR3A ligand-binding domain, primary screen, biophysical, differential scanning fluorimetry, uHTS. Tm shift relative to glycine control, % at 25 µM. 2.5% of 340,000 active. AID 1259313, 2017. NR3A LBD differential scanning fluorimetry, Tm shift; 0% = protein alone, 100% = glycine-bound protein. Glutamate receptor ionotropic, NMDA 3A (GRIN3A) ligand-binding domain;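 active = melting temperature shift of at least 10% of the positive control shift, at one fixed dose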
APJ agonist: agonists of human apelin receptor APJ, primary screen, CHO-K1 cells, PathHunter beta-arrestin, luminescence; 0% DMSO wells, 100% apelin; AID 2520, 2010; activation, % at 20 µM; P35414; 0.11% of 330,000 active;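 active = activation more than six SD over the plate average, tested at 20 µM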;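 also: 0% = DMSO alone and 100% = apelin-13 at 10 nM; some results filed as inactive read as strong as hits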
Target sequence (P35414 whole entry, looked up): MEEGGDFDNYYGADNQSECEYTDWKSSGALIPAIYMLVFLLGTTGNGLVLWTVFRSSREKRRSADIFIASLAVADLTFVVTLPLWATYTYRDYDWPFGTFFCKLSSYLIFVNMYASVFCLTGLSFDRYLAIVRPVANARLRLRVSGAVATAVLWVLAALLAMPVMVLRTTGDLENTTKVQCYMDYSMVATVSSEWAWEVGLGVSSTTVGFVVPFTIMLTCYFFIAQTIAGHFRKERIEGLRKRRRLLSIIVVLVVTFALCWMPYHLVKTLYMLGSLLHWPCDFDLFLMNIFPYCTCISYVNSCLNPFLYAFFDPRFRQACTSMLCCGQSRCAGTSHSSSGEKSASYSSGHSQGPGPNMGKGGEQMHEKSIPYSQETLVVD
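Test system – PathHunter CHO-K1 APJ (AGTRL-1) beta-arrestin reporter cells · Input – 1000 cells/well · Compound – single test compound dose, 20 µM final, 1% DMSO · Times – compound stimulation 90 min at 25 °C, detection 60 min · Technique – beta-gal luminescence · Read-out basis – APJ–arrestin association signal · Control set – negative DMSO alone, positive Apelin-13 at 10 nM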
NALP3 yeast inh: NALP3 inflammasome inhibitors in reconstituted yeast, primary screen, luminescence, uHTS. Yeast reconstituted NLRP3/ASC/caspase-1, beta-gal luminescence, 24 h. inhibition, % at 10 µM. 0.39% of 330,000 active. AID 2825, 2010;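 active = inhibition of 50% or more; inactive = inhibition below 50%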;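 also: plate controls were induced DMSO wells for no effect and uninduced yeast grown without galactose for full effect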
Mdm2 MdmX PPI: inhibitors of human Mdm2-MdmX association, primary screen, cell-based, luminescence, split luciferase, SaOS-2, uHTS; SaOS-2 split-luciferase Mdm2/MdmX complementation; inhibition, % at 8 µM; 3% of 330,000 active;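 active = inhibition of at least 50% at 8 µM in the primary screen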
TIM10 inh: growth inhibitors of isogenic TIM10 control yeast, primary screen, counter-screen for tim10-1 yeast inhibitor project, luminescence, uHTS; inhibition, % at 10 µM; 1.4% of 330,000 active; S. cerevisiae TIM10 strain growth, BacTiter-Glo luminescence, 24 h;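 active = inhibition of 40% or more at the single tested concentration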;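 also: wild-type TIM10 isogenic control strain grown at permissive 25 °C; 0% = DMSO yeast wells and 100% = minimal medium wells without yeast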
XBP1 UPR activ: activators of adaptive XBP1 UPR arm, primary screen, cell-based, CHO-XBP1 luciferase reporter, luminescence, uHTS; 0.33% of 330,000 active; IRE1-XBP1 UPR activation; percent of tunicamycin response, DMSO as zero; activation, % at 20 µM;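 active = versus positive control, 20 µM dose yields 30% or more activation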;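 also: 100% = tunicamycin at 10 µg/mL and 0% = DMSO only wells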
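Material: CHO cell line with stable XBP1 luciferase reporter; schedule: 16-18 h cell attachment at 37 °C, then 6 h compound exposure; signal: glow luminescence from Steady-Glo reagent; medium: serum-containing F12 medium, 10% FBS; benchmarks: tunicamycin 10 µg/mL and vehicle-only wells; read-out: percent activation relative to tunicamycin reference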
tim23-1 inh: growth inhibitors of tim23-1 mutant yeast, primary screen, luminescence, uHTS; S. cerevisiae tim23-1 growth, BacTiter-Glo luminescence, 24 h; inhibition, % at 20 µM; 1.3% of 330,000 active; AID 463212, 2010;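 active = growth inhibition of the mutant yeast at or above 50%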;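 also: temperature-sensitive mutant grown at 25 °C; plate controls were DMSO-treated mutant yeast for no effect and medium wells lacking yeast for full effect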
* hit, by the source's call; . = no result given; & = joins results of further samples.

SMILES	CHOP UPR activ	tim10-1 inh	NR3A LBD binder	APJ agonist	NALP3 yeast inh	Mdm2 MdmX PPI	TIM10 inh	XBP1 UPR activ	tim23-1 inh
COc1ccc(CN(C)C(=O)c2cc(-c3ccccc3)nc3ccc(C)cc23)c(OC)c1OC	9.5	24	4	12	3	65*	9	-2	33
O=C(CSC1CC(=O)N(CCc2ccccc2)C1=O)Nc1cccc(Cl)c1 (stereo not given)	-0.4	2	-2	-2	5	-11	-3	-1	41
Cc1cc(C)c(S(=O)(=O)N2CCCOC2CNC(=O)C(=O)NCc2ccccn2)c(C)c1 (stereo not given)	0.5	15	-4	-4	12	7	6	0	6
Nc1nc(-c2ccccc2)c(-c2ccccc2)s1	0.9	-8	1	3	-59	2	11	1	22
Cc1nnc(SCC(=O)NC2CCCCC2)n1C1CCCCC1	0.8	7	-1	-2	22	14	6	-1	4
Cc1nnc(SC(C)C(=O)NC2CCCc3ccccc32)n1-c1ccccc1 (stereo not given)	-0.7	22	1	-4	5	16	12	-2	15
O=C(O)CCS(=O)(=O)c1cc(Br)cc2c1N(C(=O)C1CC1)CC2	2.1	6	-1	-4	2	-8	13	0	12
Cc1ccccc1C(=O)Nc1ccc(S(=O)(=O)N2CCN(C)CC2)cc1	0.4	-3	-1	-3	21	10	-8	-4	8
COc1ccccc1N1CCN(C(=O)c2ccccc2SCC(=O)N2CCCC2)CC1	0.4	12	3	-1	17	12	4	0	14
N#CCCCCN1c2cccc3cccc(c23)S1(=O)=O	0.0	13	0	1	7	-6	13	-1	-3
CCOC(=O)c1c(S(=O)(=O)N2CCCC2)c(C)n(C)c1C	2.5	2	1	-3	-6	23	1	-2	-10
O=C(OCN1C(=O)c2ccccc2C1=O)c1ccco1	0.4	-2	0	-2	-3	2	3	-2	4
Clc1cccc(CSc2nnc(-c3ccccn3)n2Cc2ccco2)c1	-0.2	33	3	5	-54	24	40	-1	52*
COc1ccc(Br)cc1[C@H]1[C@H]2C=CC[C@@H](C)[C@@H]2C(=O)N1Cc1ccccc1	2.9	60*	-1	-3	19	58*	10	0	12
COc1cccc(OCC(O)CN2CCN(c3ccccc3)CC2)c1 (stereo not given)	-0.3	-3	2&-8	-4	15	-13	-1	0	11
Cc1nc(C2CC(=O)OC23CCCCC3)cs1 (stereo not given)	0.5	-11	0	-1	1	-7	-5	-2	3
CCCCN(Cc1cccs1)S(=O)(=O)c1ccc(-c2ccc(=O)[nH]n2)s1	3.9	18	-6	1	34	8	-45	-2	9
O=C(c1ccc2ccccc2c1)N1CCc2ccccc21	5.3	10	-2	2	8	-29	-12	4	21
Cn1c(SCC(=O)c2ccccc2)nnc1-c1ccc(O)cc1	3.9	14	0	-1	5	-31	-8	0	-1
COc1ccc(-c2cc(C(=O)NCCCN3CCOCC3)on2)cc1OC	-1.7	-3	0	-1	-3	29	9	-1	-4
O=C(COC(=O)CNC(=O)C1CCCCC1)Nc1cccc(F)c1	-0.3	7	0	-1	-1	-21	-1	-1	18
O=[N+]([O-])c1cccc(C2=NCCC(c3ccccc3)O2)c1 (stereo not given)	-1.8	10	0	-4	12	-3	0	-3	4
CC(=O)NCCC(=O)Nc1ncc(S(=O)(=O)c2ccc([N+](=O)[O-])cc2)s1	3.2	1	0	23	15	-7	12	1	8
CCN(CCS(=O)(=O)c1ccc(Cl)cc1)C(=O)Nc1ccccc1	-1.1	13	1	-3	-6	0	22	0	19
CN(C)C(=O)c1c(NC(=O)c2ccco2)sc2c1CCCCC2	-0.8	35	2	-1	-6	-16	35	2	60*
Nc1nc(CN2CCN(Cc3ccccc3)CC2)nc(N2CCCc3ccccc32)n1	-1.6	21	-4	-2	2	-8	12	-2	-13
COc1ccc(OC)c(CCNC(=O)Cn2ccc3cc(S(=O)(=O)N4CCCC4)ccc32)c1	0.2	7	0	-3	5	28	-1	-5	13
COc1ccc(CNC(=O)C(=O)NCCC2CCCCN2S(=O)(=O)c2ccccc2)cc1 (stereo not given)	0.5	34	0	-1	13	2	16	-2	31
CN(CCOc1ccccc1)CC(=O)Nc1cccc(C#N)c1	0.6	-17	2	0	18	17	9	-3	7
CCOCCCNC(=O)c1cn(CC(C)C)c(=O)c2c1c1ccccc1n2C	-0.7	1	10	0	5	17	4	-1	-7

5 records drawn at random from the list so far:
SMILES	CHOP UPR activ	tim10-1 inh	NR3A LBD binder	APJ agonist	NALP3 yeast inh	Mdm2 MdmX PPI	TIM10 inh	XBP1 UPR activ	tim23-1 inh
Nc1nc(CN2CCN(Cc3ccccc3)CC2)nc(N2CCCc3ccccc32)n1	-1.6	21	-4	-2	2	-8	12	-2	-13
CCN(CCS(=O)(=O)c1ccc(Cl)cc1)C(=O)Nc1ccccc1	-1.1	13	1	-3	-6	0	22	0	19
Cn1c(SCC(=O)c2ccccc2)nnc1-c1ccc(O)cc1	3.9	14	0	-1	5	-31	-8	0	-1
CN(CCOc1ccccc1)CC(=O)Nc1cccc(C#N)c1	0.6	-17	2	0	18	17	9	-3	7
O=C(COC(=O)CNC(=O)C1CCCCC1)Nc1cccc(F)c1	-0.3	7	0	-1	-1	-21	-1	-1	18

Next part.
SMILES	CHOP UPR activ	tim10-1 inh	NR3A LBD binder	APJ agonist	NALP3 yeast inh	Mdm2 MdmX PPI	TIM10 inh	XBP1 UPR activ	tim23-1 inh
CSCc1ccc(C(=O)NCc2ccccc2)cc1	2.7	10	-11	-2	16	-17	16	0	11
CC(=O)c1ccc(OCC(=O)OCC(=O)N(CC(C)C)c2c(N)n(Cc3ccccc3)c(=O)[nH]c2=O)cc1	0.5	-5	-2	-4	11	-6	2	1	-2
Cc1ccn2cc(-c3cccc(NC(=O)c4ccccc4)c3)nc2c1	5.4	-4	-11	-1	15	-40	7	1	8
CC(=O)N1CCc2cc(Br)cc(S(=O)(=O)N3CCC(C(=O)O)CC3)c21	-0.5	-5	-4	5	-3	-18	11	-1	4
Cc1c(N=C2NN=C(c3ccc(Cl)cc3)CS2)c(=O)n(-c2ccccc2)n1C	-1.3	11	-2	1	9	7	-3	0	22
Cc1cc(/C=C(\C#N)C(=O)Nc2ccc(Cl)cc2)c(C)n1-c1ccc(N2CCOCC2)c([N+](=O)[O-])c1	-1.1	7	-3	-3	21	1	3	0	25
CCOc1ccc(NC(=O)CCN2CCN(C)CC2)cc1	4.4	10	1	-4	14	-2	-2	-2	14
O=C(Nc1ccccn1)C1CCN(S(=O)(=O)c2ccc(Cl)cc2)CC1	2.5	6	0	0	29	-19	11	-1	23
COc1cc2c(cc1OC)C(C)N(C(C)=O)CC2 (stereo not given)	-2.3	4	-2	6	10	-24	-8	-2	12
CCNC(=O)NC(=O)C(C)OC(=O)Cc1coc2cc3c(cc12)CCC3 (stereo not given)	-0.4	11	-1	-3	-3	4	19	-3	4
CCCNC(=O)C1CCN(S(=O)(=O)c2ccc3[nH]c(=O)ccc3c2)CC1	-0.4	-27	17*	-2	-12	-15	-8	0	-7
CCN1CCN(c2nc3sc4c(c3c(=O)n2-c2ccc(OC)cc2)CCCCC4)CC1	-0.3	13	0	-2	11	19	24	3	29
COc1ccc(-n2ccnc2SCC(=O)NCc2ccco2)c(OC)c1	-1.4	16	1	2	5	-4	3	-1	20
CC(C)c1c(O)nc(SCC(=O)Nc2ccc3c(c2)CCC3)[nH]c1=O	0.8	0	-2	-5	12	11	-3	-1	3
COc1ccc(CN2C(=O)C(Cc3ccccc3)Nc3ncnc(N4CCc5ccccc5C4)c32)cc1 (stereo not given)	4.1	28	.	2	-5	32	13	4	35
Cc1ccc(N/N=C(\C#N)C(=N)N2CCCCC2)cc1	0.9	-3	1	-3	23	-108	-1	-4	-1
CNc1ccccc1C(=O)OCC(=O)c1ccccc1	7.4	11	8	2	-2	-23	8	2	8
COc1ccccc1NC(=O)COC(=O)c1c[nH]c2ccccc12	3.2	-6	-3	-1	14	-5	-6	-1	-8
CC(=O)Nc1ccc(OCCC[n+]2ccccc2)cc1	-1.2	6	-2	-2	2	18	2	-2	-4
CC(NC(=O)COC(=O)c1cc(=O)c2ccccc2o1)c1ccccc1 (stereo not given)	-0.6	-2	1	-4	6	-5	-5	0	9
CCOC(=O)N1CCN(c2ncc(C(F)(F)F)cc2Cl)CC1	1.6	6	-2	-2	-11	11	-16	-2	13
O=C(O)c1ccc(Cn2c(=S)[nH]c3cc(Cl)ccc3c2=O)cc1	0.3	-5	.	-2	8	1	5	-2	-3
C/C(=N\Nc1cc(C(F)(F)F)ccc1Cl)c1ccncc1	8.2	3	-27	-2	-2	27	-4	6	26
c1ccc(N=Nc2ccc3cccccc2-3)cc1	67*	16	6	-8	27	-14	11	83*	19
O=C(COc1ccccc1)NCC(=O)N1CCCCCC1	0.5	-3	4	-4	10	-6	-2	-2	-8
OC(CNCc1ccccc1F)(c1ccc(F)cc1)c1ccc(F)cc1	-1.7	39	-1	0	21	-1	11	-5	12
CC(OC(=O)CNC(=O)C1CCCCC1)C(=O)NCc1ccccc1 (stereo not given)	-0.9	-12	4	-4	2	3	-1	-3	-12
Cc1ccc(C(=O)NCCCNC(=O)c2ccco2)cn1	0.1	9	-2	2	24	25	-6	3	12
COc1ccccc1NC(=O)c1nnn(Cc2ccccc2)c1NC(C)=O	-2.5	12	3	-3	8	6	5	0	9
CC#CC[N+](C)(C)CCCCCCCCCCCC	-0.9	-16	-4	-3	35	87*	-23	2	-13
Cc1ccc(Nc2cc(C(=O)NCCCN3CCOCC3)c3ccccc3n2)cc1C	3.9	19	0	0	9	13	5	1	-2
COCCNC(=O)C/C(C)=N/NC(=O)C(=O)NC1CCCCC1	-1.7	9	0	-2	14	11	3	0	6
COc1cc(C(=O)Nc2nnc(C)s2)cc(OC)c1OC	1.6	10	-6	-3	1	-13	5	-4	22
CCN1CCc2nc3sc(C(=O)Nc4cccnc4Cl)c(N)c3cc2C1	-1.0	25	0	-2	15	19	-44	-1	-14
C=CCOC(=O)C1=C[C@H](c2ccccc2)[C@@H](CCCO)[C@H](OCC)O1	-0.5	23	-1	-5	9	8	5	-3	12
Cc1[nH]c(=O)[nH]c(=O)c1NC(=O)c1cccs1	1.3	5	0	-1	8	-4	1	1	18
O=C(O)/C=C\C(=O)Nc1ccc(N2CCN(c3ccc(Cl)c(Cl)c3)CC2)cc1	0.0	4	-9	-2	36	-11	26	-5	19
O=C(CN1C(=O)c2cccc3cccc1c23)N1CCN(c2cccc(Cl)c2)CC1	2.0	-16	2	-1	4	18	-23	2	-9
CC(=O)c1cccc(OCc2cc(C(=O)N3CCC(N4CCCCC4)CC3)no2)c1	1.1	-6	-1	3	9	5	-2	-4	-20
Cc1ccc(C#N)c(SCc2ccccc2[N+](=O)[O-])n1	-0.3	18	1	0	24	-4	17	2	8
